Screens: PubChem BioAssay, several laboratories
Rin1-Abl PPI inh = inhibitors of human Rin1-Abl protein interaction. P00519+Q13671. TR-FRET Rin1/Abl binding, biochemical. inhibition, % at 7.35 µM. actives 0.4% (n = 360,000). AID 588664; in the data active means inhibition above about 5%, passing the limit was not always enough
MT1-MMP act inh = blocks activation of human MT1-MMP | actives 0.061% (n = 360,000) | GFP/RFP ratio change, % at 20 µM | P50281 | HT1080 RFP-PRO-GFP cells, GFP/RFP ratio fluorescence, overnight; percent of plate control window, DMSO zero;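 active means GFP/RFP ratio change of at least 30% with cell ATP level not reduced by more than half and red fluorescence within 50% of control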; further: strong numbers were not always called active
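Test system: HT1080 RFP-PRO-GFP cells; Benchmarks: DMSO and RFP-L50D-GFP cell wells; Timing: cells overnight before dosing, compound overnight, 37 °C, 5% CO2; Compound: one 20 µM compound dose with 1% DMSO; Read-out: GFP/RFP fluorescence ratio.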
FAS TE block = blocks the thioesterase domain of human fatty acid synthase | P49327 | actives 0.67% (n = 360,000) | recombinant FAS-TE, OMFH fluorogenic substrate, fluorescence endpoint | inhibition, % at 15 µM;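 active means compounds whose normalised, plate-corrected inhibition of enzyme fluorescence in the single-dose primary screen is 50% or more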;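 further: 0% = DMSO with enzyme and 100% = substrate without enzyme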
E coli Lon inh = inhibits E. coli Lon protease | inhibition, % at 7.94 µM | purified E. coli Lon protease, fluorescence polarization | AID 602123 | actives 0.42% (n = 360,000) | P0A9M0; in the data active means inhibition above about 13%, passing the limit was not always enough;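 further: 0% = enzyme with probe and DMSO and 100% = no enzyme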
MsrA act = activates bovine MsrA enzyme; purified bovine MsrA, absorbance read-out; activation, % at 10.6 µM; actives 0.3% (n = 360,000); in the data active means activation above about 7.5%;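 further: 0% = vehicle and 100% = reference activator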
MsrA inhibitor = inhibitors of bovine MsrA | purified bovine MsrA, absorbance read-out | inhibition, % at 15.5 µM | actives 0.75% (n = 360,000) | AID 651718; in the data active means inhibition above about 4.5%;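 further: 0% = vehicle wells with enzyme and 100% = reference inhibitor wells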
NRP1-CendR mod = modulators of CendR peptide binding to human neuropilin-1 | O14786 | FAM-RPARPAR peptide binding to NRP-1, fluorescence polarization | inhibition, % at 25 µM | actives 0.85% (n = 360,000);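 active means inhibition or corrected inhibition above about 18%, plus a signal ratio from 0.5 to 1.5, limit read from the data, passing the limit was not always enough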; further: strong numbers were not always called active
Neddyl block = cullin neddylation inhibition. TR-FRET cullin neddylation, biochemical. calls only at 25 µM. actives 0.58% (n = 360,000); in the data active means inhibition above about 36%
SKN-1 block = C. elegans SKN-1 inhibition | C. elegans VP596 Pgst-4::GFP/RFP ratio, acrylamide-induced, 24 h | inhibition, % at 21.8 µM | actives 0.49% (n = 360,000);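 active means interference check ratio from 0.5 to 1.5 plus GFP to RFP signal ratio inhibition reaching or exceeding a fixed threshold, cut at about 30% in these data, passing the limit was not always enough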; further: some compounds called inactive have numbers as strong as hits
Starred values were filed as active, the others as inactive; i = inactive; . = not tested or not shown; + = active, no number.

SMILES | Rin1-Abl PPI inh | MT1-MMP act inh | FAS TE block | E coli Lon inh | MsrA act | MsrA inhibitor | NRP1-CendR mod | Neddyl block | SKN-1 block
c1ccc(CCNc2ccnc3cc4ccccc4cc23)cc1 | -7 | 8 | -6 | 9 | -1 | 0.8 | 11 | . | 3
CN(CC(=O)O)c1ccc(C(F)(F)F)cc1[N+](=O)[O-] | 2 | -2 | -6 | 6 | -9 | 1.9 | -4 | i | 2
CCc1ccc(S(=O)(=O)c2n[nH]n3c2nc(=O)c2ccccc23)cc1 | -3 | 0 | 20 | 1 | 0 | 0.6 | -33 | + | -1
O=C(COc1ncnc2ccccc12)N1CCN(C(=O)c2ccco2)CC1 | -2 | 4 | -10 | -1 | 0 | -0.8 | 7 | i | 6
O=C(Nc1ccc(Nc2ccccc2)cc1)c1ccc(Br)cc1 | 1 | 2 | -2 | 0 | -2 | -1.0 | 10 | i | 5
CCOCCn1ccc2c(OCC(=O)NCCc3ccc(OC)c(OC)c3)cccc2c1=O | 0 | 4 | -2 | -11 | -2 | 0.6 | -7 | i | -10
O=C(c1ccc(S(=O)(=O)c2ccccc2)cc1)N1CCc2ccccc2C1 | -2 | 2 | 5 | 5 | -2 | -0.1 | -11 | i | -6
CCOC(=O)N1CCN(S(=O)(=O)c2ccc(OCC(=O)OC)cc2)CC1 | -1 | -3 | -5 | -10 | -5 | 0.2 | 4 | i | 0
CCc1noc(C)c1C(=O)Nc1ccc(Cl)c(S(=O)(=O)N2CCCCC2)c1 | 3 | -2 | 12 | -9 | -4 | -0.8 | -5 | i | 9
Cc1ccc2c(C)c(C(=O)NCCc3ccco3)oc2c1C | -1 | 1 | 14 | -4 | -5 | -0.6 | 7 | i | 12
Cn1cc(C=O)c(-c2ccc3c(c2)OCCCO3)n1 | 0 | -2 | -6 | 12 | -5 | -0.3 | 4 | i | 6
CCOc1ccc(-c2nnn(CCC#N)n2)cc1OC | 0 | 1 | -7 | 2 | -2 | -0.9 | -1 | i | -2
Cc1ccc(C(=O)NC2CC(C)(C)NC(C)(C)C2)cc1C | -5 | -2 | -8 | 1 | -4 | -0.7 | 8 | i | -6
Nc1c(C(=O)CSc2nccn2-c2ccc(Cl)cc2)c(=O)[nH]c(=O)n1C1CC1 | 1 | 3 | -5 | -5 | -4 | -0.3 | -8 | i | 4
C=CC[C@H](CC(=O)NCCO)C(=O)N[C@H](COC(=O)[C@H](CC=C)CC(=O)OC(C)(C)C)c1ccccc1 | 1 | 10 | -5 | 8 | -5 | 0.6 | -2 | i | 10
COc1ccc(S(=O)(=O)N2CCSC2c2ccccc2)cc1 (configuration not stated) | -2 | 2 | 18 | 8 | -3 | -0.3 | -4 | i | 18
O=C(c1ccc(OC2CCN(Cc3ccccc3OC(F)F)CC2)cc1)N1CCCC1 | 1 | 3 | 1 | 8 | 0 | -1.2 | 6 | i | 9
Cc1nn(C(C)C(=O)NCCN2CCCC2)c(=O)c2c1sc1ccccc12 (configuration not stated) | 3 | -1 | -6 | -5 | -3 | 1.1 | -5 | i | 21
CCCCN(C)C(=O)C1CCN(CCCc2ccccc2)CC1 | 2 | -2 | -7 | -8 | -4 | 1.1 | 0 | i | 4
CCNC(=O)NC(=O)C(C)OC(=O)C1CCN(S(=O)(=O)c2ccc(C)c(C)c2)CC1 (configuration not stated) | -2 | 2 | -12 | -1 | -2 | -0.4 | 8 | i | 2
CN(CC(=O)Nc1ccc(Cl)c(C(F)(F)F)c1)C(=O)COC(=O)C1CC2CCCC(C1)C2=O (configuration not stated) | 4 | 2 | 12 | 8 | -5 | 0.4 | 15 | i | 27
CC(C)CCNC(=S)Nc1ccc(Br)cc1 | 1 | 3 | 20 | -1 | -2 | -0.1 | 2 | i | 5
O=C(NCCCCNC(=O)c1cccnc1)c1cccnc1 | -3 | 2 | -9 | -2 | -1 | -0.8 | -3 | i | 0
COc1ccc(C(=O)NC(C)C2CC3CCC2C3)c(OC)c1 (configuration not stated) | -1 | -5 | 4 | -1 | -2 | -0.1 | -6 | i | 4
Cc1oc2cc3oc(=O)cc(C)c3cc2c1C | 2 | 0 | -3 | -9 | 0 | -0.6 | -2 | i | 11

Later entries
SMILES | Rin1-Abl PPI inh | MT1-MMP act inh | FAS TE block | E coli Lon inh | MsrA act | MsrA inhibitor | NRP1-CendR mod | Neddyl block | SKN-1 block
O=C(COc1coc(CN2CCc3ccccc3C2)cc1=O)Nc1ccc([N+](=O)[O-])cc1 | 2 | -4 | 5 | 3 | -5 | 0.8 | -7 | i | 1
Cc1cc(C)cc(C(O)c2ncc(-c3cccc(C(F)(F)F)c3)[nH]2)c1 (configuration not stated) | -2 | 12 | 13 | 5 | 0 | -1.1 | 13 | i | 15
O=C(N/N=C/c1c(O)ccc2ccccc12)c1cccc(C(F)(F)F)c1 | -3 | -268 | 26 | -260 | -3 | 2.4 | -131 | i | 1
Cc1c(NC(=O)C(C)OC(=O)CC2CC3CCC2C3)c(=O)n(-c2ccccc2)n1C (configuration not stated) | -3 | 2 | -4 | -6 | -1 | -1.1 | 0 | i | -15
N#CC1=C(N)C(C#N)(C#N)C(c2cccnc2)C2CN(C(=O)OCc3ccccc3)CC=C12 (configuration not stated) | 0 | -31 | 6 | -15 | -3 | -1.1 | -32 | i | -8
COc1ccc(NC(=O)C2CCCN(S(=O)(=O)c3c(C)[nH]c(=O)[nH]c3=O)C2)cc1 (configuration not stated) | 4 | -4 | 0 | 4 | -2 | 0.4 | -18 | i | 2
CN1CCCC1=Nc1ccccc1 | 1 | -1 | -10 | 6 | -1 | -1.0 | 9 | i | 4
CC(O)(c1cccnc1)c1nc(-c2ccoc2)cs1 (configuration not stated) | -3 | -1 | -5 | -12 | 2 | -0.2 | 15 | i | -6
O=C(Nc1nc(-c2nc3ccccc3s2)cs1)c1ccco1 | -4 | 4 | -2 | -2 | -1 | 0.8 | -20 | i | 9
Cc1cn([C@H]2C[C@H](O)[C@@H](CNCc3ccc(Oc4cc(-n5cccn5)ncn4)cc3)O2)c(=O)[nH]c1=O | 5 | -3 | -7 | 0 | 0 | -0.2 | 0 | i | -1
O=C(c1ccccc1)N1CCC(O)(c2ccc3c(c2)OCO3)CC1 | -1 | 6 | -3 | -6 | 3 | 1.1 | 7 | i | -2
COc1ccc(N2C(=O)CCC2=O)cc1 | -3 | 0 | -11 | 4 | 0 | -0.3 | 8 | i | -1
O=C(CSc1n[nH]c(=O)[nH]c1=O)Nc1ccc(Br)cc1Br | 1 | 0 | 0 | -13 | -2 | -1.8 | 31* | i | 1
CSc1nnc(-c2cccc(NC(=S)NN)c2)o1 | 2 | 4 | -11 | 4 | -11 | -1.3 | -12 | i | -7
CC(=O)c1ccccc1NC(=O)CSCc1nc2sc(C)c(C)c2c(=O)[nH]1 | -2 | -18 | -7 | -4 | -2 | -0.2 | -19 | i | 8
COc1ccc(C(=O)N2CCC2)cc1S(=O)(=O)NCc1ccc(Cl)cc1 | 2 | 1 | -4 | -7 | -4 | 0.1 | -9 | i | -7
O=C(c1ccccc1)N1CCN2C(=O)c3ccccc3C12c1ccc(Cl)cc1 (configuration not stated) | 3 | -6 | 12 | 5 | -4 | 3.5 | -3 | i | -1
Cn1nc(C(=O)OCC(=O)Nc2ccc3ccccc3c2)c2ccccc2c1=O | -3 | 3 | 15 | -2 | -3 | -0.2 | -4 | i | 2
CCCOc1ccc(C(=O)NC(=S)Nc2nc(C)c(C(=O)N(C)C)s2)cc1 | -3 | 4 | 2 | 8 | -1 | -0.2 | 2 | i | 5
COCCSc1nc2c(c(=O)[nH]c(=O)n2C)n1CCC(C)C | 7 | 1 | 1 | 7 | -1 | 0.0 | -1 | i | 9
Cc1ccc(NC(=O)c2onc(C)c2Cl)cc1 | 1 | 0 | 6 | -1 | -3 | 0.5 | -4 | i | 73
COC(=O)C[C@@H]1C[C@@H]2c3cc(NS(=O)(=O)c4ccc(F)cc4)ccc3O[C@@H]2[C@@H](CO)O1 | 2 | -3 | -4 | -1 | -7 | -1.4 | 1 | i | -13
CN(NC(=O)c1ccccc1Cl)c1ncc(C(F)(F)F)cc1Cl | 1 | -1 | 0 | -4 | -3 | -1.8 | -12 | i | 1
CC1CCCN(CCCNC(=O)C2CCC(CNS(=O)(=O)c3cccc4nsnc34)CC2)C1 (configuration not stated) | -6 | -1 | -4 | 0 | -2 | . | -6 | i | 11
Cc1nn(C)c(C)c1CN(C)S(=O)(=O)c1ccc(F)cc1 | -1 | 1 | -10 | -4 | -6 | -0.6 | 3 | i | -11

More entries:
SMILES | Rin1-Abl PPI inh | MT1-MMP act inh | FAS TE block | E coli Lon inh | MsrA act | MsrA inhibitor | NRP1-CendR mod | Neddyl block | SKN-1 block
COc1ccc2[nH]cc(CCNC(=O)Nc3ccccc3)c2c1 | 0 | 3 | -1 | -2 | -4 | 0.2 | 4 | i | 10
CCOC(=O)N1CCN(Cc2c(NC(=O)c3ccco3)sc(C)c2C)CC1 | 3 | -3 | 4 | -1 | -3 | 2.5 | 1 | i | 14
CCN(CC)CC(=O)Nc1nn(-c2ccccc2)nc1C(N)=O | 6 | 0 | -4 | -12 | 0 | -0.6 | -3 | . | 0
Cc1ccc(Cn2nc(-c3ccccc3)nc2-c2ccccc2)cc1 | 2 | -9 | 21 | -12 | -5 | 0.1 | 0 | i | -8
COc1ccc(NC(=O)Nc2c(C)n(C)n(-c3ccccc3)c2=O)cc1 | 2 | 0 | -1 | 1 | 0 | 0.6 | -1 | i | 7
S=C(NCCc1ccccn1)Nc1ccccc1Cl | 1 | 4 | -10 | -4 | -10 | -0.3 | -2 | i | 3
N/C(=N\N=C\c1cccc(O)c1)c1nonc1N | -1 | 0 | -1 | 2 | -2 | 6.0* | -2 | i | 2
COc1ccc(-c2cc(C(=O)NNC3=NCCC3)c3c(C)nn(-c4ccccc4)c3n2)cc1 | 1 | 4 | 4 | 8 | 0 | 0.2 | 1 | i | 4
CC(C)(C)OC(=O)C[C@H]1C/C=C\C[C@@H](CC(=O)NCCO)C(=O)NCCOC1=O | 1 | 0 | -7 | -9 | -1 | -1.3 | 10 | i | -7
COc1cc(/C=N/NC(=O)Cc2nnc(N)s2)cc(OC)c1OC | -2 | -2 | 2 | 3 | -9 | 1.5 | -3 | i | -12
O=C(NCc1ccccc1)C1=C[C@@H](c2ccccc2)C[C@@H](OCc2ccc(CO)cc2)O1 | 2 | -2 | 11 | 1 | 1 | 0.8 | -13 | i | 13
CC(=O)N(C(C)=O)c1c(N2CCCC2)c2ccccc2oc1=O | -3 | 4 | -4 | -5 | -6 | 2.6 | -4 | i | -2
COc1ccc(OCC(=O)N2c3ccccc3CC2C)c([N+](=O)[O-])c1 (configuration not stated) | 0 | 1 | 20 | 4 | -3 | 0.0 | 3 | i | 0
COc1cc(NC(=S)NCCc2c[nH]c3ccccc23)c(OC)cc1Cl | -1 | 0 | 14 | -3 | -8 | 0.6 | 4 | i | 11

One compound at a time, from the list above. Order of values: Rin1-Abl PPI inh | MT1-MMP act inh | FAS TE block | E coli Lon inh | MsrA act | MsrA inhibitor | NRP1-CendR mod | Neddyl block | SKN-1 block
`N/C(=N\N=C\c1cccc(O)c1)c1nonc1N` as listed: -1 | 0 | -1 | 2 | -2 | 6.0* | -2 | i | 2
`CC(C)(C)OC(=O)C[C@H]1C/C=C\C[C@@H](CC(=O)NCCO)C(=O)NCCOC1=O` as listed: 1 | 0 | -7 | -9 | -1 | -1.3 | 10 | i | -7
`COc1ccc(OCC(=O)N2c3ccccc3CC2C)c([N+](=O)[O-])c1` (configuration not stated) as listed: 0 | 1 | 20 | 4 | -3 | 0.0 | 3 | i | 0
`O=C(NCc1ccccc1)C1=C[C@@H](c2ccccc2)C[C@@H](OCc2ccc(CO)cc2)O1` as listed: 2 | -2 | 11 | 1 | 1 | 0.8 | -13 | i | 13
